From PubChem
mHTT CaM bind: mutant huntingtin-calmodulin interaction inhibitors – biochemical, AlphaScreen, primary screen; P42858; inhibition, % at 15 µM; AlphaScreen His-mHTT/GST-CaM binding, luminescence; 190,000 tested, 3.6% active;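 note: 0% = both proteins with DMSO and 100% = one protein alone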
Target sequence (P42858 whole entry, looked up, stated change not applied): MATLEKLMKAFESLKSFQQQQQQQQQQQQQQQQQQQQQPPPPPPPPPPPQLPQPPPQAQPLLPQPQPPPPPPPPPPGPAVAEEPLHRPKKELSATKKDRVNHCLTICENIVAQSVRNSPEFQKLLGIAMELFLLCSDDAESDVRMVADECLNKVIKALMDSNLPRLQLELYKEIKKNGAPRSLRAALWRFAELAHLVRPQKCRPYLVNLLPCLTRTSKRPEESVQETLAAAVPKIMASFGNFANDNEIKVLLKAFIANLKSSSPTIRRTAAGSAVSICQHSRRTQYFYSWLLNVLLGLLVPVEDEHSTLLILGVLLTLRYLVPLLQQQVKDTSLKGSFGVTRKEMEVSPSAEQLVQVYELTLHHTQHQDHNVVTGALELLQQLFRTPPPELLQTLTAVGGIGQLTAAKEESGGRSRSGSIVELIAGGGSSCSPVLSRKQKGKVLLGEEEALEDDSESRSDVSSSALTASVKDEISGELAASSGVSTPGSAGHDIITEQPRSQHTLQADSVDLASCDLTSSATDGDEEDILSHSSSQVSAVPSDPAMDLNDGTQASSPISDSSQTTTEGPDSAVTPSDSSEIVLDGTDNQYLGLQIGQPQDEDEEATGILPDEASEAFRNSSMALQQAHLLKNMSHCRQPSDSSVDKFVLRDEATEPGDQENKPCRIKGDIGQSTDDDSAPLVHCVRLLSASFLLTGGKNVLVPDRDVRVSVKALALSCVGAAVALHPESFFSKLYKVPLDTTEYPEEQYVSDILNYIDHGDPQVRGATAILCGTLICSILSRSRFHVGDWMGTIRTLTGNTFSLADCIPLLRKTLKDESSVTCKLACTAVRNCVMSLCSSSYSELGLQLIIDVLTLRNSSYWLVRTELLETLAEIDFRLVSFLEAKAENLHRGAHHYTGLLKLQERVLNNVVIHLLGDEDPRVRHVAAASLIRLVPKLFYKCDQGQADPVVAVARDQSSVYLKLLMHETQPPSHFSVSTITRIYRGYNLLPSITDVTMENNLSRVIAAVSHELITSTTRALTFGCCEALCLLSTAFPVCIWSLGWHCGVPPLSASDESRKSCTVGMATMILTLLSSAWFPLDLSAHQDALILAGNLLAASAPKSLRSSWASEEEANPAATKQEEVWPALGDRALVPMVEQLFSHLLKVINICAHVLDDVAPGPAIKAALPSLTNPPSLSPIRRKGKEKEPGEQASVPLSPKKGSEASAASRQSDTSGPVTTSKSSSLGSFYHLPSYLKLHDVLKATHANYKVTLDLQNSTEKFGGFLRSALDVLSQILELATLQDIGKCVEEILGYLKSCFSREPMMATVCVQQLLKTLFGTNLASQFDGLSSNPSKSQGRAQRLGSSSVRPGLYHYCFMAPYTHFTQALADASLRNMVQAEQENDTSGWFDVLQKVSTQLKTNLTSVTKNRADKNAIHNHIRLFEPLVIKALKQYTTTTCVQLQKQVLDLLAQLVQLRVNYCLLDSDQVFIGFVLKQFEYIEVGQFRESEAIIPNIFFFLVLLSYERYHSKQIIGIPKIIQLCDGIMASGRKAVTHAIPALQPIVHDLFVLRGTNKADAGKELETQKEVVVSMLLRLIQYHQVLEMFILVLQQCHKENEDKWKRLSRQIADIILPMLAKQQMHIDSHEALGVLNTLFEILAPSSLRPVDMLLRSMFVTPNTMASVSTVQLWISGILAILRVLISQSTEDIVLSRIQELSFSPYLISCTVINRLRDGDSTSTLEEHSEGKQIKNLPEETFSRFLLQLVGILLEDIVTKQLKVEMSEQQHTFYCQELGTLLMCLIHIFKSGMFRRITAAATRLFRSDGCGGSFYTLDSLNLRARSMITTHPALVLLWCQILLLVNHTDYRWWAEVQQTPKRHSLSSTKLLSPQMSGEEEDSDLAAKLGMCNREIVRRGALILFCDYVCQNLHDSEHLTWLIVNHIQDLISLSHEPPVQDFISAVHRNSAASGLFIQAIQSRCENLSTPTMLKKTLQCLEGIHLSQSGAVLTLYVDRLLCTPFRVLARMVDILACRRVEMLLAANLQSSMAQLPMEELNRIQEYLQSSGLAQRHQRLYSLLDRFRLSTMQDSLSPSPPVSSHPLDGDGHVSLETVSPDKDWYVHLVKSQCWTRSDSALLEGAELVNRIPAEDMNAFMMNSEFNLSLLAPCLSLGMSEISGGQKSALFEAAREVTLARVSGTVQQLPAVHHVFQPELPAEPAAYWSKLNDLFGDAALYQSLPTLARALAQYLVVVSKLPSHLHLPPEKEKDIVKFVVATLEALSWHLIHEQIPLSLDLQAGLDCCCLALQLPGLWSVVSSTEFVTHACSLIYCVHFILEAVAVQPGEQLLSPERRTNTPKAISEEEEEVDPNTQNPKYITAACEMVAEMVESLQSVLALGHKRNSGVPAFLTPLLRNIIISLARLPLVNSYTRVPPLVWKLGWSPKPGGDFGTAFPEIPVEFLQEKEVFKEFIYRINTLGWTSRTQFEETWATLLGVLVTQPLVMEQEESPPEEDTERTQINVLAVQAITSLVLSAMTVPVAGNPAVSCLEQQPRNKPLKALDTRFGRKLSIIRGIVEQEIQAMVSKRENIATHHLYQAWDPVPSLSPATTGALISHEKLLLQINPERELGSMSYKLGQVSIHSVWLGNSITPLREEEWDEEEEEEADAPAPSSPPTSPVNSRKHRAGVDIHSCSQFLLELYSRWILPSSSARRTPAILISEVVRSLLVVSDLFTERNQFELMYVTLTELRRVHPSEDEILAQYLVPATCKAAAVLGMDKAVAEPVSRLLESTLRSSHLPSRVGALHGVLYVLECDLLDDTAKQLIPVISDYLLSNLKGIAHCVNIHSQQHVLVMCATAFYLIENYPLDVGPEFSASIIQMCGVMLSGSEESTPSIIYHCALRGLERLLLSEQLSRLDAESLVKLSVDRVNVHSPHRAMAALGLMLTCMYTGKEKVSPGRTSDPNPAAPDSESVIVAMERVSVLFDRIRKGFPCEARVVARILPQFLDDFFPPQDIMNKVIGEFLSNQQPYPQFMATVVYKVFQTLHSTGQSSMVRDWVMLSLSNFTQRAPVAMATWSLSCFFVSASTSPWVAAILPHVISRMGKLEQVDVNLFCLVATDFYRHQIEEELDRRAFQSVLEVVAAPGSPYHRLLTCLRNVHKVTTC
Pf apPOL inh: Pf-apPOL inhibitors, biochemical, fluorescence. Plasmodium falciparum apicoplast DNA polymerase (apPOL). Recombinant Pf-apPOL, molecular beacon fluorescence, 1.5 h. inhibition, % at 10 µM. 210,000 tested, 0.25% active
Numbers without * were called inactive; i = inactive; x = not tested or not shown; & = joins results of further samples. Cut-off read from the data, not from the text of the source: active = inhibition above about 50%; inactive = the rest. This is a random part of the collection; any-hit rate near 3.5%.

SMILES	mHTT CaM bind	Pf apPOL inh
O=C(NCc1csc(C2CCCN(C(=O)C3CCCCC3)C2)n1)C1CCC1 (stereo not drawn)	21	0
CC(C)NC(=O)c1ccccc1NC(=O)CCSc1ccccc1	-2	-1
Oc1ccccc1-c1n[nH]c(-c2ccccc2O)n1	-7	0
CCCC1/C(=N/O)CC(c2ccccc2)NC1c1ccccc1 (stereo not drawn)	i	-3
CC(=O)Nc1ccc(S(=O)(=O)NCCCN2CCN(Cc3c(F)cccc3Cl)CC2)cc1Cl	x	-8
COc1ccc(S(=O)(=O)N2CCCC(C(=O)N3CCCC3)C2)cc1 (stereo not drawn)	1	1
CCOC(=O)c1cccc(NC(=O)C2CC(=O)N(c3cccc(NC(C)=O)c3)C2)c1 (stereo not drawn)	8	-5
COc1ccccc1CC(=O)N1CCc2c(nc3cc[nH]n3c2=O)C1	2	5
O=C(Nc1ccccc1)c1cc2cc(Br)ccc2oc1=O	5	-3
CC1Cc2nc(SCC(=O)N3CCCCCC3)n(C)c(=O)c2S1 (stereo not drawn)	3	-2
O=S(=O)(c1ccc(Cl)cc1)N1CCCN(S(=O)(=O)c2ccc(Cl)cc2)CC1	-6	5
Cc1cccc(Cc2c(C)nc(C)nc2N2CCN(C(=O)c3cccs3)CC2)c1	18	1
CC(=O)Nc1ccc(S(=O)(=O)Nc2nc3ccc(C)cc3s2)cc1	1	-6
OC1(C(F)(F)F)CC(c2ccc(Cl)cc2)=NO1 (stereo not drawn)	-1	-3
COCc1[nH]nc2c1C(c1ccccc1OC)C(C#N)=C(N)O2 (stereo not drawn)	0	4
O=C1C2CCCN2C(c2cccc(F)c2)N1c1ccc(F)cc1 (stereo not drawn)	-3	-2
CSC(=NCCSC(C)(C)C)NS(=O)(=O)c1ccccc1	x	4
COc1ccccc1OC1=NS(=O)(=O)c2cc([N+](=O)[O-])ccc21	1	-8
O=C(CSc1nnc2sc3ccccc3n12)Nc1cc(Cl)ccc1Cl	-4	-1
O=C(NCc1ccccn1)c1c(O)c2ccccc2[nH]c1=O	-3	-3
Cc1oc(C2CCN(C(=O)c3ccc(F)cc3F)CC2)nc1C(=O)N1CCCC1	-2	-4
CSc1ccc(CNC(=O)CN2CCc3ccccc3C2C(=O)N2CCCCC2)cc1 (stereo not drawn)	14	1
NC(=O)COc1ccc(/C=C2\SC(=Nc3ccccc3)N(Cc3ccccc3)C2=O)cc1	24	0
CCOC(=O)C1CCC(CNC(=O)N2CC(CC)Oc3ccc(Cl)cc32)CC1 (stereo not drawn)	-3	0
CC(C)c1nccn1CC1CCN(C(=O)Cn2cnc3ccccc3c2=O)CC1	-6	0
COc1cc(OC)c(NC(=O)N2CCc3nc(-c4ccccc4)ncc3C2)cc1Cl	-10	-2
Cc1c(C(=O)Nc2cccc(Cl)c2)oc2ccc(S(=O)(=O)N3CCCCC3)cc12	-3	-8
O=C(Nc1nc(-c2cc([N+](=O)[O-])cs2)cs1)c1ccc2ncsc2c1	24	8
CCC(=O)N1c2ccccc2NC2=C(C(=O)CC(C)(C)C2)C1c1ccc(Br)s1 (stereo not drawn)	35	-4
COc1ccc(CC(=O)Nc2cccc(-c3nnc(-c4ccccc4)o3)c2)cc1	5	-12
Cc1ccccc1NCN1C(=O)c2ccc([N+](=O)[O-])cc2C1=O	8	-71
COCCCn1c(C(=O)NC2CCS(=O)(=O)C2)cc2c(=O)n3ccccc3nc21 (stereo not drawn)	-9	-5
Cc1nnc2n(C3CCCCC3)c(=O)c3c4c(sc3n12)CCC4	-2	-4
c1ccc(-c2nnc3ccc4nnc(-c5ccccc5)n4n23)cc1	4	-4
O=C(c1ccc(C#CC2(O)CCCCC2)cc1)N1CCN(c2ccc(F)cc2)CC1	52*	-14
CCN1CCN(C(=O)c2ccccc2C)CC1	-12	-2
Cc1ccc(NC(=O)C2CCCN(c3cnn(Cc4ccccc4)c(=O)c3)C2)c(C)c1 (stereo not drawn)	8	-4
CN(C)c1ccc(C(=O)N2CCC(COc3ccc(C(=O)N4CCCCC4)cc3)CC2)cc1	2	-2
CC1=C(C)SC(=C2Sc3nc(O)[nH]c(=O)c3S2)S1	2	x
O=C(NCCCN1CCCC1)C1CCc2sc(C(=O)N3CCCCCC3)cc2C1 (stereo not drawn)	8	2
COC(=O)C(C)Oc1ccccc1C=C1Oc2cc(OC)ccc2C1=O (stereo not drawn)	-2	-8
CCc1cccc(Nc2c(C(=O)N3CCOCC3)cnc3nc(C)ccc23)c1	-2	-1
COC(=O)c1cccc(C(=O)Nc2ccc(C)c(Cl)c2)n1	7	1
O=C(CSc1nc2ccccc2c(=O)n1Cc1ccco1)Nc1ccccc1C(F)(F)F	-4	-6
COc1ccc(OC)c(NC(=O)COc2ccc(Cl)cc2Br)c1	-1	-5
O=C(Nc1ccc(CN2CCCC2)cc1)c1cc(F)c(F)cc1Cl	-13	-1
Cc1cc(C)n(-c2cc(SCC(=O)N3CCN(c4ccccc4F)CC3)ncn2)n1	-11	-7
CC1(c2ccc(Cl)cc2Cl)OCC(Cn2ccnc2)O1 (stereo not drawn)	0	0
COc1cccc(C2=NN3C(C2)c2cccc(OC)c2OC3c2cc(OC)c(OC)c(OC)c2)c1 (stereo not drawn)	48	-22
O=C(NCC(O)(c1ccccc1)C(F)(F)F)Nc1ccccc1F (stereo not drawn)	-9	-10

The list continues:
SMILES	mHTT CaM bind	Pf apPOL inh
COC(=O)c1ccc(Cn2c(=O)n(Cc3ccc(OC)cc3)c(=O)c3ncccc32)cc1	3	-8
COC(=O)c1cc(Nc2cccc(F)c2)c2cccc(F)c2n1	-7	1
Fc1ccc(/C=N/n2c(-c3ccncc3)n[nH]c2=S)cc1	i	x
O=C(c1ccc(OCC2CCN(C(=O)c3cccs3)CC2)cc1)N1CCOCC1	6	2
C=CCN(CC=C)S(=O)(=O)c1ccc(C(=O)Nc2nnc(-c3cccs3)o2)cc1	13	-6
COc1ccc(/C=c2\sc3nc(-c4cccs4)nn3c2=O)cc1OC	-1	7
Cc1cc(C(=O)Nc2ccc(CC(=O)NCc3cccs3)cc2)c(C)o1	-9	1
COc1ccc(Cl)cc1S(=O)(=O)N(CCc1cccs1)Cc1ccco1	-32	-3
O=C(NCc1ccccc1F)c1ccn2c(-c3ccc(F)cc3)nnc2c1	1	-5
Cc1cc(O)c(CN2CCCCCC2)c2c1C(=O)C(=Cc1ccncc1)O2	12	-4
CCn1c(C(=O)N(C)Cc2ccccc2)cc2sccc21	21	-2
CN(C)C=Nc1ccccc1C1C=NNC1=O (stereo not drawn)	x	26
COc1cc(NS(=O)(=O)c2ccc(Cl)cc2)c(OC)cc1NC(=O)c1ccccc1	20	-2
O=C(N1CCN(c2ccccc2F)CC1)C1(c2ccc(F)cc2)CC1	-12	-3
CC1(C(=O)NCc2ccccc2)CCC(=O)N1Cc1ccc(F)cc1 (stereo not drawn)	-7	0
COc1cccc(C2=NOC(C(=O)N3CCN(c4ccccc4OC)CC3)C2)c1 (stereo not drawn)	2	-4
Fc1ccccc1N1CCN(Cc2ccco2)CC1	-3	-2
CCc1ccc(OCC(=O)NCCN2CCOCC2)cc1	2	-13
O=C(c1ccc(F)cc1)n1cnc2ccccc21	3	-4
CCc1ccc(N(CC(=O)NCc2ccco2)S(C)(=O)=O)cc1	-1	2
O=C(Nc1nccs1)c1cc(Cl)sc1Cl	-22	-2
O=C(Nc1ccncc1)c1cc(C(=O)Nc2ccncc2)cc([N+](=O)[O-])c1	11	-2
CC1CCN(S(=O)(=O)c2ccc(F)c(C(=O)Nc3ccc(Cl)c(Cl)c3)c2)CC1	-17	-4
NC1=NN(c2ccccc2)C(=O)C1	-4	1
COCCCNC(=O)c1c(NC(=O)c2cc(OC)c(OC)c(OC)c2)sc2c1CCCC2	-10	1
CCC(Sc1nc2ccccc2[nH]1)C(=O)O (stereo not drawn)	0	-8
Cc1ccc(CNC(=O)CCC2CCCN(C(=O)Nc3cccc(F)c3)C2)cc1 (stereo not drawn)	3	0
CCN1CCN(C2=NCCN2C(=O)c2ccc(N(C)C)cc2)CC1	-2	1
CCn1ccc(C(=O)N2CCCC2c2cccc(C)c2)n1 (stereo not drawn)	-2	1
Cc1c(C#N)sc(-c2ncn[nH]2)c1C	x	-3
CCC(C(=O)N(C)c1ccccc1)c1ccccc1 (stereo not drawn)	-10	-8
Cc1cccc(C(=O)N=c2scc(C)n2Cc2cccc(C(=O)N(C)C)c2)c1	22	-6
COc1ccc(CCNC(=O)CSc2nnc(-c3ccco3)c(-c3ccco3)n2)cc1OC	37	-11
COc1cc(CN2CCCC2c2c(C)noc2C)cc(OC)c1O (stereo not drawn)	-4	-4
O=c1c(=Cc2ccc(F)cc2)sc2n1C(c1cccs1)C1=C(N=2)c2ccccc2CC1 (stereo not drawn)	x	0
Nc1nc2c(s1)C(c1ccsc1)CC(=O)N2 (stereo not drawn)	0	x
CCOc1ccc(C(=O)N2CCN=C2SC)cc1OCC	1	-8
N#CC1=C(N)OC2=C(CCCC2)C1c1ccc(F)cc1 (stereo not drawn)	9	-7
COc1cccc(C(=O)NCCN2CCN(c3nccc(C(F)(F)F)n3)CC2)c1	x	-10
Cc1sc2cc(C(=O)N3CCCCCC3)[nH]c2c1CN1CCCC1	31	-4
Cc1ccc(C2=CC(c3cc(Br)ccc3F)n3ncnc3N2)cc1 (stereo not drawn)	9	-4
O=C(O)c1cccc(NC(=O)c2ccc([N+](=O)[O-])cc2)c1	-2	-3
C=CCN(CC=C)S(=O)(=O)c1ccc(C(=O)Nc2nnc(-c3ccc(OC)cc3)o2)cc1	-1	-5
Cc1cccc(NC(=O)COc2ccc(Cl)c(C)c2)n1	7&-14	0&0
Cn1nc(-c2ccccc2)cc1C(=O)Nc1ccc(-c2ccc(N3CCCC3)nn2)cc1	0	-6
O=c1[nH]c2ccccc2nc1CN1CCN(c2cccc(Cl)c2)CC1	-9	1
COc1cc(CN2CCN(c3ccccc3OC)CC2)c([N+](=O)[O-])cc1OC	11	-7
COCCCN1COc2ccc3c(C)c(-c4ccccc4)c(=O)oc3c2C1	12	-10
CCCc1c(C(=O)Nc2ccc(S(=O)(=O)Nc3nc(C)cc(C)n3)cc2)cnn1-c1ccccc1	x	-24
Cc1ccc(-c2n[nH]c(=O)c3ccccc23)cc1S(=O)(=O)N1CCN(C)CC1	9	-1

Further compounds follow:
SMILES	mHTT CaM bind	Pf apPOL inh
CCC(C)(C(=O)NC1CCCC1)N(CC1CCCO1)C(=O)c1ccc(=O)[nH]c1 (stereo not drawn)	-5&5	4&-2
CC(C)(C)OC(=O)NC(CO)CC1CCC1 (stereo not drawn)	-6	-1
O=S(=O)(Cc1ccccc1)N1CCC(Oc2nc3ccccc3s2)CC1	-16	-8
C=CCn1c2ccccc2c2nnc(SCC(=O)Nc3nc4ccc([N+](=O)[O-])cc4s3)nc21	17	4
CCC(C)n1c(SCC(=O)Nc2cc(C)on2)nc2ccsc2c1=O (stereo not drawn)	-2	-1
COc1cccc(-c2nc(C3CCN(C(=O)c4nn(C)c5ccccc45)CC3)no2)c1	-4	2
O=C(Nc1cccc(NC(=O)c2cccs2)c1)c1ccc(F)cc1	0	-5
O=C(O)CCc1nc2ccccc2[nH]1	-4	-5
CCn1cnnc1C1CCCN(C(=O)CCc2ccc(OC)cc2)C1 (stereo not drawn)	-2	3
O=C1C2C3CCC(C3)C2C(=O)N1c1nccs1 (stereo not drawn)	-2	-8
CCNC(=O)CC1Nc2ccccc2NC1=O (stereo not drawn)	2	-8
Cc1ccc(C2CC(C(F)(F)F)n3ncc(C(=O)Nc4cc(C)ccc4C)c3N2)cc1 (stereo not drawn)	3	0
COc1ccc(C2C(C(=O)Nc3cccc(C)n3)c3cc(OC)c(OC)cc3C(=O)N2C)cc1 (stereo not drawn)	8	0
O=C1OC(/C=C/c2ccc([N+](=O)[O-])cc2)=NC/1=C\c1cccnc1	5	-6
Cc1ccc(NC(=O)c2oc(=O)c3ccccc3c2-c2ccccc2)cc1C	-1	1
O=c1n(-c2ccccc2)c(=O)n2n1C1C=CC2C1	x	4&-6
CC(=O)c1cccc(NS(=O)(=O)c2ccc(F)cc2)c1	4	-6

19 entries from above, arranged by length of the SMILES, high to low:
SMILES	mHTT CaM bind	Pf apPOL inh
CCCc1c(C(=O)Nc2ccc(S(=O)(=O)Nc3nc(C)cc(C)n3)cc2)cnn1-c1ccccc1	x	-24
C=CCn1c2ccccc2c2nnc(SCC(=O)Nc3nc4ccc([N+](=O)[O-])cc4s3)nc21	17	4
COc1ccc(C2C(C(=O)Nc3cccc(C)n3)c3cc(OC)c(OC)cc3C(=O)N2C)cc1 (stereo not drawn)	8	0
Cc1ccc(C2CC(C(F)(F)F)n3ncc(C(=O)Nc4cc(C)ccc4C)c3N2)cc1 (stereo not drawn)	3	0
COc1cccc(-c2nc(C3CCN(C(=O)c4nn(C)c5ccccc45)CC3)no2)c1	-4	2
CCC(C)(C(=O)NC1CCCC1)N(CC1CCCO1)C(=O)c1ccc(=O)[nH]c1 (stereo not drawn)	-5&5	4&-2
COc1cc(CN2CCN(c3ccccc3OC)CC2)c([N+](=O)[O-])cc1OC	11	-7
Cc1ccc(NC(=O)c2oc(=O)c3ccccc3c2-c2ccccc2)cc1C	-1	1
COCCCN1COc2ccc3c(C)c(-c4ccccc4)c(=O)oc3c2C1	12	-10
O=S(=O)(Cc1ccccc1)N1CCC(Oc2nc3ccccc3s2)CC1	-16	-8
CCC(C)n1c(SCC(=O)Nc2cc(C)on2)nc2ccsc2c1=O (stereo not drawn)	-2	-1
O=C(Nc1cccc(NC(=O)c2cccs2)c1)c1ccc(F)cc1	0	-5
CCn1cnnc1C1CCCN(C(=O)CCc2ccc(OC)cc2)C1 (stereo not drawn)	-2	3
CC(=O)c1cccc(NS(=O)(=O)c2ccc(F)cc2)c1	4	-6
O=c1n(-c2ccccc2)c(=O)n2n1C1C=CC2C1	x	4&-6
O=C1C2C3CCC(C3)C2C(=O)N1c1nccs1 (stereo not drawn)	-2	-8
CC(C)(C)OC(=O)NC(CO)CC1CCC1 (stereo not drawn)	-6	-1
CCNC(=O)CC1Nc2ccccc2NC1=O (stereo not drawn)	2	-8
O=C(O)CCc1nc2ccccc2[nH]1	-4	-5
